# Menin-MLL TR inh: menin-MLL binding inhibition, Texas Red mutant peptide | AID 1768 | O00255 | actives 0.23% (n = 270,000) | Potency, µM (titrated, usually from 61.6 µM), inactives show at the top dose FP activity change, negative = inhibition, hits mostly inhibitors | Menin + Texas Red MLL mutant peptide, fluorescence polarization; active = well fitted inhibition curve with a large enough effect in the polarisation, with a control signal flat, not every such curve was filed as active; inconclusive = small, poorly fitted or top-dose-only effect, or effect the other way, or a change in a side signal; inactive = no such curve, though single readings can be large or run the other way; the % refers to the polarisation; note: potency is the fitted concentration of half-maximal effect; % of control where 0% means no effect; many of its hits are not listed in these tables
# PKM2 act: increases activity of human pyruvate kinase M2; purified PKM2, Kinase-Glo ATP luminescence, activation; response scale: 0% is enzyme alone, no compound; AID 1631; P14618; Potency, µM (titrated, usually from 57.5 µM), for the others: top-dose activation, actives largely listed as activators; actives 0.34% (n = 260,000); note: potency is the fitted concentration of half-maximal effect; % is set by controls: 0 for no effect and ±100 for the full control effect; nearly all actives have a fitted effect of over 55% in size
#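 Purified hPK-M2 (>95%) run at intermediate activity with 0.1 mM ADP and 0.5 mM PEP in 50 mM imidazole pH 7.2, KCl, MgCl2; 1 h room temperature. ATP formed read by Kinase-Glo luminescence; normalized to uninhibited and no-enzyme controls.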
# BCR signal inh: chronic active BCR signaling inhibition; Potency, µM (doses to about 46.1 µM), for the others: at the highest dose ratio change, negative = lower green/red ratio, usual class: inhibitors; actives 0.05% (n = 340,000); ABC-DLBCL IkBa-CBG/CBR reporter, luminescence ratio, 4 h; AID 493014; active = well fitted inhibition curve with a large enough effect in the signal ratio, with a control signal flat, not every such curve was filed as active; inconclusive = small, poorly fitted or top-dose-only effect, or effect the other way, or a change in a side signal; the % refers to the signal ratio;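 note: potency is the fitted concentration of half-maximal effect; plate controls were basal doxycycline-induced cells for no effect and cells given 10 µM MG132 for full effect; MG132 reads +100%, hits lower the ratio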
#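 Concentration-response series (up to 46 uM) were applied to TMD8 dual-reporter cells for 4 h at 37C with doxycycline. Green/red ratio, after filter-overlap correction, defined %Activity; red signal alone was normalised to basal cells and zero luminescence.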
# B2AR arrestin: beta2AR (human) beta-arrestin recruitment activity; actives 0.02% (n = 330,000); beta-arrestin recruitment to beta2AR, cell-based reporter; AID 492947; Potency, µM (doses to about 46.1 µM), for inactives: top-dose activation, most hits filed as activators;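 note: potency is the fitted concentration of half-maximal effect; 0% = DMSO controls and full agonism = EC100 isoproterenol or metaproterenol; nearly all actives have a fitted effect of over 65% in size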
# S-ASM inh: blocks human secretory acid sphingomyelinase | P17405 | placental ASM, HMU-PC fluorogenic substrate, 60 min | Potency, µM (series often up to 57.5 µM), without a hit: at the top dose activity change, negative = inhibition, usual class: inhibitors | actives 0.006% (n = 340,000); note: potency is the fitted concentration of half-maximal effect
# Target sequence (P17405 47-631 limits assumed): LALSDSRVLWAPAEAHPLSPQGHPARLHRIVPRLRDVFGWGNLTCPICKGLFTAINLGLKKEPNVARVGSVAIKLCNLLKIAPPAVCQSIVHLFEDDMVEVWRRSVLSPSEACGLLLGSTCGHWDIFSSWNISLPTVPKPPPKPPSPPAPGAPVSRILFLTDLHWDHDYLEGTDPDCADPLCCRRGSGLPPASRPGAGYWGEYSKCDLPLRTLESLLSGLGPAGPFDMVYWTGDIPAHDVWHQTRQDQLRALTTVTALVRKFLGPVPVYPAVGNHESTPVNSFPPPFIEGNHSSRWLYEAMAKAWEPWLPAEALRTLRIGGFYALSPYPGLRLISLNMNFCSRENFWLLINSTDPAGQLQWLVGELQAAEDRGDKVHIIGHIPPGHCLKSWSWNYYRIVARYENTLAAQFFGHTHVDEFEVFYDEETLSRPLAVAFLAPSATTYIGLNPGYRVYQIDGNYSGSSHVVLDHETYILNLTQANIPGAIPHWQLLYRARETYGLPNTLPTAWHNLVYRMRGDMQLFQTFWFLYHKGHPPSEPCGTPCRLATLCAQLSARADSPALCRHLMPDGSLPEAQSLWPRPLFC
#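 qHTS format. ASM enzyme prepared from human placenta hydrolyses the fluorogenic substrate HMU-PC0 (9 uM final) over 60 min at 37 °C after a 10 min compound preincubation.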
# Giardia kill: Giardia lamblia killing; AID 540267; actives 0.15% (n = 340,000); Giardia lamblia trophozoite viability; activity change, % at 7.66 µM, hits read low; in the data active = activity change below about -80%; inconclusive = between about -30% and that limit;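 note: parasites exposed to compound for two days anaerobically before the ATP read; % is set by controls: 0 for no effect and ±100 for the full control effect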
#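 Luminescence from cellular ATP indicates surviving trophozoites (100 cells/well) following 48 hrs anaerobic compound treatment at 37 deg C; signal develops 15-30 min at room temperature.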
# TSG101-PTAP inh: blocks PTAP/TSG101 interaction to inhibit HIV-1 budding; Q99816; Fluorescence polarization, FITC-PTAP peptide / Tsg101 binding; Potency, µM (series often up to 115 µM), for the others: top-dose activity change, negative = inhibition, usual class: inhibitors; 340,000 tested, under 10 active; active = well fitted inhibition curve with a large enough effect in the main read-out, with a control signal flat, not every such curve was filed as active; inconclusive = small, poorly fitted or top-dose-only effect, or effect the other way, or a change in a side signal; inactive = no such curve, though single readings can be large or run the other way; note: potency is the fitted concentration of half-maximal effect; % of control where 0% means no effect
# Target sequence (Q99816 whole entry, looked up): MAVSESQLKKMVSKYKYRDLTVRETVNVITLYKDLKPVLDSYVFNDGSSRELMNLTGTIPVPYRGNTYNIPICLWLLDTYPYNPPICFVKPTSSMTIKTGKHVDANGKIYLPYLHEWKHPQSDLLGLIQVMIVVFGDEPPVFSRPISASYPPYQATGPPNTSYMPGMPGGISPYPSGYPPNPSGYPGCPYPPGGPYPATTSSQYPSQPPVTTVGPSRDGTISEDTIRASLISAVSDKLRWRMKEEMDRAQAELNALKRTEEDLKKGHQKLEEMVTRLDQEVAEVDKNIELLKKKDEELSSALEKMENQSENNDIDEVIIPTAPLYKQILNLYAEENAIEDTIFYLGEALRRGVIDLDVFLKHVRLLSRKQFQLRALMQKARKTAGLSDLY
#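 Fluorescence polarization binding of Tsg101 binding domain (10 uM final) to FITC-labeled PTAP peptide (50 nM final) in HEPES pH 7.5 buffer with NaCl, Tween 20, EDTA, TCEP. Compounds added before peptide; binding 20 min at RT.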
# Tb PFK block: inhibitors of T. brucei phosphofructokinase; T. brucei PFK, ADP-Glo luminescence; Potency, µM (top dose mostly 57.5 µM), for the others: top-dose activity, negative = inhibition, actives largely listed as inhibitors; actives 0.17% (n = 330,000);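 note: potency is the fitted concentration of half-maximal effect; 0% = uninhibited 1x PFK enzyme wells and -100% = no-enzyme wells; nearly all actives have a fitted effect of over 60% in size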
#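 Activity is normalized to no-enzyme wells (full inhibition) and 1.25 nM enzyme wells (no inhibition). Reaction: 0.5 mM F6P, 0.1 mM ATP, 45 min RT, ADP-Glo luminescence; concentration-response curves fitted and classed by quality.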
# a7 integrin act: integrin-mediated muscular dystrophy alleviation activation; actives 0.064% (n = 350,000); AID 624291; Potency, µM (highest dose often 38.3 µM), for inactives: at the highest dose activation, usual class: activators; alpha7betagal myoblasts, beta-gal FDG fluorescence, 48 h;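 note: potency is the fitted concentration of half-maximal effect; 100% = response of the positive control SU9516; nearly all actives have a fitted effect of over 60% in size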
#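 Alpha7betagal+/- myoblasts (passage 13) were plated 16-24 hr, then exposed to compounds (1:260 dilution of DMSO stock) for 48 hours at 37C. After MPER lysis, β-galactosidase reporter activity was read as FDG fluorescence (ex 480/em 540) after 30 minutes.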
# GALK inh: inhibitors of human galactokinase; Purified GALK, Kinase-Glo residual ATP luminescence; Potency, µM (titrated, usually from 57.5 µM), inactives show top-dose activity change, negative = inhibition, usual class: inhibitors; actives 0.007% (n = 270,000); AID 1868; note: potency is the fitted concentration of half-maximal effect; % is set by controls: 0 for no effect and ±100 for the full control effect
#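 Human GALK (5 nM) with 35 uM ATP and 100 uM galactose in 20 mM HEPES pH 8.0, 5 mM MgCl2, 60 mM NaCl, 1 mM DTT, 0.01% BSA. After 1 h at room temperature, leftover ATP was read by Kinase-Glo Plus luminescence.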
# Coupling enz: inhibits coupling enzyme system, counter-screen for aldolase hits; coupling enzyme system counterscreen, AmpLite Red fluorescence; actives 0.67% (n = 290,000); activity change, negative = inhibition, % at 58.2 µM, hits read low; AID 2472; in the data active = activity change below about -30%; note: % is set by controls: 0 for no effect and ±100 for the full control effect
#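 Final compound at 57.5 uM, incubated 10 min at RT with coupling enzyme reagent (glyceraldehyde-3-phosphate), then 20 min with substrate and AmpLite Red detection. Fluorescence read at 525/598 nm; tests interference with the coupling assay, not aldolase inhibition.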
# * marks the source's active call; other numbers are inactive results; ? = inconclusive; / = not tested or not shown; & = joins results of further samples; [ ] = remark or other dose. Unless noted, calls come from the whole dose curve; as a rule, active = well fitted curve in the direction sought with a large enough effect; inconclusive = small, poorly fitted or top-dose-only effect, or another doubt; inactive = no such curve, though single readings can be large; an effect the other way counts as inactive or inconclusive.
# Fields: Menin-MLL TR inh | PKM2 act | BCR signal inh | B2AR arrestin | S-ASM inh | Giardia kill | TSG101-PTAP inh | Tb PFK block | a7 integrin act | GALK inh | Coupling enz
CC(=O)c1ncnn1CC(=O)c1ccc(Cl)cc1Cl
→ -12% | -6% | -5% | 0.1% | 2% | -2 | -2% | 4% | ? | 1% | 0
Cc1nc(N2CCCCC2C)c2c(C)c(C(=O)Nc3ccccc3C(F)(F)F)sc2n1 (stereo not given)
→ -19% | -3% | 15% | -0.2% | 9% | 1 | -8% | -5% | -6% | 3% | -1
CCC(=O)Nc1nc2ccccc2n1CCN1CCOCC1
→ 0% | 6% | -2% | -1.6% | 1% | 9 | 2% | -7% | 17% | 10% | 0
O=C(c1ccco1)N1CCN(Cc2csc(-c3ccccc3Cl)n2)CC1
→ / | 12% | ? | -0.4% | 0% | -10 | 3% | 4% | -12% | -5% | /
O=C(COc1ccccc1)N1CCNC1=O
→ 25% | 8% | 0% | 0.2% | 0% | 4 | -5% | 4% | -1% | -2% | 2
CN(C)CCN(C(=O)c1ccco1)c1nc2cc3c(cc2s1)OCCO3
→ -26% | 1% | -1% | -0.4% | 3% | -28 | 1% | -2% | -2% | 3% | -1
CN(C)CCN(Cc1cc2cc3c(cc2nc1Cl)OCO3)C(=O)c1ccco1
→ / | / | -3% | -0.4% | 0% | -11 | -3% | 1% | 0% | 1% | 0
COCCC(=O)N1CCC(Oc2ccc(C(=O)N3CCC[C@H]3CO)cc2)CC1
→ / | / | -1% | -0.2% | 0% | -12 | 0% | 3% | 21% | -11% | /
O=C1NC2(Nc3ccccc31)C(=O)Nc1ccccc12 (stereo not given)
→ -18% | 15% | -2% | -0.9% | 369%[activator] | 16 | -8% | 5% | 0% | -1% | 1
Cc1cc(NC(=O)CSCc2ccc([N+](=O)[O-])cc2)no1
→ 19% | 2% | 4% | 0.5% | 1% | 15 | 1% | -6% | -7% | 2% | 1
CCC(C)[C@H]1CNC(=S)N1CCC12CC3CC(CC(C3)C1)C2 (stereo not given in full)
→ / | -5% | -1% | -0.7% | 3% | 12 | / | 3% | 36% | -3% | 0
COc1ccc(CNC(=O)C(C#N)c2nc3ccccc3nc2N2CCN(C)CC2)cc1 (stereo not given)
→ 0% | ? | -6% | -0.2% | -8% | 0 | 1% | 0% | 17% | -3% | 2
Fc1ccc(Nc2ncnc3sccc23)cc1
→ ? | -1% | ? | 0.0% | 2% | -9 | -5% | 2% | 30% | -4% | -3
CCc1cccc(C)c1NC(=O)C(c1ccccc1)N1CCC1=O (stereo not given)
→ -13% | 8% | -7% | 0.0% | -7% | 34[activator] | -6% | -3% | -14% | 1% | 3
CN(C)c1ccc(C(CC(=O)O)C(=O)O)cc1 (stereo not given)
→ -14% | 4% | ? | -0.3% | 2% | 1 | -4% | ? | 11% | -3% | -28
Cc1cc(C)cc(Oc2ccc(C(F)(F)F)cc2C#N)c1
→ -1% | 3% | -10% | 0.0% | -4% | -21 | -2% | 7% | -2% | 0% | 0
CCOC(=O)CN1CCC(c2ccccc2)CC1
→ 2% | 0% | 1% | 0.0% | 1% | -16 | -11% | 1% | -1% | 8% | -1
C=CCn1c(SCC(=O)Nc2ccc(F)cc2F)nnc1-c1cnccn1
→ / | / | ? | -1.2% | 1% | 9 | -5% | 2% | 0% | 1% | /
COc1ccc(C(=O)NN=C2CCCC2)cc1OC
→ 10% | 5% | ? | -0.4% | 2% | 12 | -6% | ? | 40% | -3% | 1
Cc1cc(C)nc(N2CCC(C(=O)Nc3ccc4c(c3)CCC4)CC2)n1
→ 1% | 0% | 12% | 0.0% | -1% | 10 | 0% | -7% | -18% | 0% | 2
COc1cccc(CN2CCC(N(CCc3ccccc3)Cc3ccccc3)CC2)c1OC
→ ? | -6% | -2% | 4.8% | 11% | -5 | -1% | -3% | -59%[inhibitor] | 1% | 1
O=C1OCCN1C(=O)[C@H]1[C@H](c2ccccc2)C(c2ccc(F)cc2)=NN1c1ccccc1
→ ? | / | 1% | -1.6% | 215%[activator] | -15 | 16% | 0% | 31% | / | -7
Fc1ccc(CNc2ccccn2)cc1
→ -14% | 1%[11.5 µM] | 1% | -0.1% | 2% | 3 | 0% | -21% | -8% | 7% | -4
O=c1[nH]c(=O)n(C2CCCO2)cc1F (stereo not given)
→ 2%&9%&0% | -7% | 3% | -0.5% | 2% | -9 | -1% | -3% | / | 6% | 2&1
COc1ccc(NC(=O)N2CCCC2C(=O)Nc2ccc(C)c(Cl)c2)cc1 (stereo not given)
→ 12% | 1% | ? | -0.2% | 0% | -20 | -4% | -2% | 7% | 2% | 4
COCCNC(=O)C(c1ccc(OC)cc1)N(Cc1ccco1)C(=O)CCC(=O)Nc1ccccn1 (stereo not given)
→ -10% | / | -4% | -0.2% | -2% | -6 | -2% | 1% | 6% | 6% | 7
Cc1cc(NC(=O)Nc2cccc(C(F)(F)F)c2)n(C)n1
→ 26% | -6% | 8% | 0.0% | 5% | 5 | 0% | -6% | 0% | -2% | 0
COc1ccc(Cl)cc1NC(=O)CN(C)C(=O)c1cccc2cccnc12
→ / | / | -3% | 0.1% | 2% | 5 | -5% | -2% | -14% | / | /
COc1cc(/C=C/C(=O)OCC(=O)NC2CCS(=O)(=O)C2)ccc1O (stereo not given)
→ -12% | -8% | -9% | 0.0% | 13% | -11 | -2% | -1% | -6% | 0% | -2
CCOc1ccc(CC(=O)NNC(=O)/C=C/C(=O)O)cc1
→ / | 0% | -14% | -0.6% | 6% | -13 | -6% | 0% | -7% | -2% | -2

# Fields: Menin-MLL TR inh | PKM2 act | BCR signal inh | B2AR arrestin | S-ASM inh | Giardia kill | TSG101-PTAP inh | Tb PFK block | a7 integrin act | GALK inh | Coupling enz
c1ccc2c(c1)OCC(c1csc3ncnc(N4CCCC4)c13)O2 (stereo not given)
→ -10% | -2% | 0% | -0.5% | -6% | 2 | -7% | 0% | 0% | 1% | 7
CCc1ccc(C(C(=O)NCc2ccc(OC)cc2)N(CCOC)C(=O)Cc2cccs2)cc1 (stereo not given)
→ ? | 4% | 3% | -1.1% | -4% | 6 | -1% | -12% | -4% | 2% | 4
O=C(CCN1C(=O)c2ccccc2C1=O)Nc1cccc(S(=O)(=O)NC2=NCCC2)c1
→ -11% | -5% | 6% | 0.3% | -5% | -23 | -1% | -5% | -30% | 8% | 0
CC(C)(C)C(=O)N1CCn2c1nc1ccccc12
→ -1% | -24% | 1% | -0.3% | -2% | -5 | -7% | -1% | 14% | 1% | 2
COc1ccc(OCC(=O)O/N=C(\N)Cc2ccc(Cl)cc2Cl)cc1
→ 17% | 2% | -3% | -0.1% | -2% | -17 | -4% | 1% | 5% | 3% | 2
Cc1cc(C)c(C)c(S(=O)(=O)N2CCN(C(=O)CNC(=O)c3ccco3)CC2)c1C
→ / | / | 2% | 0.0% | 0% | 8 | 1% | 2% | -8% | / | /
CC(=O)c1sc(NC(=O)c2ccc(COc3ccccc3Cl)o2)nc1C
→ ? | / | 0% | -0.2% | 4% | -7 | 4% | 0% | -40% | 0% | 10
COc1ccccc1C(=O)NC(=O)COC(=O)Cc1ccccc1[N+](=O)[O-]
→ / | / | ? | -0.1% | 0% | 8 | -3% | -1% | -3% | / | /
Cn1cc(Cl)c(C(=O)OCC(=O)Nc2nc(-c3ccc(Br)cc3)cs2)n1
→ ? | -12% | ? | -0.6% | -10% | 18 | -2% | 1% | 2% | -1% | 4
Cc1ccc(S(=O)(=O)N2CCN(C(=O)c3ccc(OCc4c(C)noc4C)cc3)CC2)cc1
→ -8% | 4% | -7% | 0.4% | 2% | -11 | -4% | 0% | -8% | -1% | 0

# In the list so far, these have a COOH group.
# Fields: Menin-MLL TR inh | PKM2 act | BCR signal inh | B2AR arrestin | S-ASM inh | Giardia kill | TSG101-PTAP inh | Tb PFK block | a7 integrin act | GALK inh | Coupling enz
CN(C)c1ccc(C(CC(=O)O)C(=O)O)cc1 (stereo not given)
→ -14% | 4% | ? | -0.3% | 2% | 1 | -4% | ? | 11% | -3% | -28
CCOc1ccc(CC(=O)NNC(=O)/C=C/C(=O)O)cc1
→ / | 0% | -14% | -0.6% | 6% | -13 | -6% | 0% | -7% | -2% | -2

# Assay outcomes as filed in PubChem.

# An excerpt (hit frequency here may not be typical).
